Assay outcomes (PubChem BioAssay)
Pol beta inh = DNA polymerase beta (human) inhibition; P06746; 340,000 compounds, 1.3% hits; Potency, µM (doses to about 114 µM), inactives show at the highest dose activity change, negative = inhibition, actives largely listed as inhibitors; AID 485314; Pol beta primer extension/strand displacement, fluorescence kinetic; further: potency means the concentration at half of the fitted maximal effect; on the % scale 0 is the no-effect control and ±100 the full control effect
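10 nM enzyme + cpd, 15 min RT; start with substrate 50 nM final; read 0 min and after 10 min RT. Corrected, normalized data; 4-parameter Hill curve fit.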
Pol eta inh = DNA polymerase eta (human) inhibition; Q9Y253; recombinant Pol eta, fluorescent DNA replication assay; Potency, µM (titrated, usually from 114 µM), without a hit: at the top dose activity change, negative = inhibition, actives largely listed as inhibitors; 390,000 compounds, 1.2% hits; AID 588591; further: potency means the concentration at half of the fitted maximal effect; on the % scale 0 is the no-effect control and ±100 the full control effect
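Pol eta (10 nM) was preincubated with compounds for 15 min at room temperature, after which fluorescent replication substrate (50 nM final) was added to start the reaction. Fluorescence was read kinetically at 0 and 10 min.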
RXFP1 antagonist = RXFP1 (human) relaxin receptor antagonism; activity change, negative = inhibition, % at 57.5 µM; Q9HBX9; HEK293-RXFP1, relaxin-stimulated cAMP HTRF, 30 min; hits give low values; 350,000 compounds, 0.59% hits;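 active means activity change of -60% or lower, but not beyond a set lower limit; inconclusive means change between -60% and -40%, or beyond the set limit; inactive means change above -40%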; further: on the % scale 0 is the no-effect control and ±100 the full control effect
APE1 inh = inhibitors of human APE1 endonuclease; P27695; 350,000 compounds, 0.35% hits; Potency, µM (series often up to 65.8 µM), for inactives: at the top dose activity change, negative = inhibition, most hits filed as inhibitors; AID 2517; recombinant APE1, TAMRA/BHQ-2 abasic DNA cleavage fluorescence;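 further: potency means the concentration at half of the fitted maximal effect; plate controls were vehicle for no effect and reference inhibitor for full effect; nearly all actives have a fitted effect of over 55% in size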
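APE1 at 0.75 nM preincubated 15 min at room temperature with compound. Reaction then started with 50 nM double-stranded THF-abasic substrate labelled with TAMRA/BHQ-2, and 525/598 nm fluorescence read kinetically. Activity taken as third-minus-first read difference, normalized to DMSO and NSC13755 controls.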
Pol iota inh = DNA polymerase iota (human) inhibition. Q9UNA4. Pol iota fluorescent replication assay, 10 min. Potency, µM (titrated, usually from 115 µM), for the others: at the highest dose activity, negative = inhibition, hits mostly inhibitors. 390,000 compounds, 1% hits; further: potency means the concentration at half of the fitted maximal effect
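Pol iota at 10 nM preincubated 15 min with compounds at room temperature; reaction started with fluorescent substrate, 50 nM final. Fluorescence read kinetically at 0 and 10 min; buffer-only wells as negative control.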
PGK inhibitor = T. brucei PGK inhibition | P07378 | PGK/GAPDH coupled, Kinase-Glo luminescence, 60 min | Potency, µM (series often up to 57.5 µM), without a hit: top-dose activity change, negative = inhibition, usual class: inhibitors | 380,000 compounds, 0.043% hits; further: potency means the concentration at half of the fitted maximal effect; on the % scale 0 is the no-effect control and ±100 the full control effect; nearly all actives have a fitted effect of over 60% in size
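Luminescent ATP detection (Kinase-Glo Plus) follows a 60-minute room-temperature incubation, with wells lacking PGK as controls. Buffer: 100 mM TEA (pH 7.6), 5 mM MgCl2, 0.01% Tween-20. Coupling enzyme GAPDH (100 nM final) supplies unstable 1,3-BPG in-well.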
BLM inh = blocks DNA unwinding by human BLM helicase. P54132. recombinant BLM DNA unwinding, fluorescence dequenching. Potency, µM (series often up to 56.1 µM), for inactives: at the highest dose activity change, negative = inhibition, most hits filed as inhibitors. 350,000 compounds, 0.2% hits. AID 2528;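 further: potency means the concentration at half of the fitted maximal effect; plate controls were vehicle for no effect and no enzyme for full effect; nearly all actives have a fitted effect of over 35% in size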
Anesthetic bind = binds horse apoferritin like a general anesthetic. apoferritin/1-aminoanthracene competitive binding, fluorescence. P02791. 350,000 compounds, 0.074% hits. Potency, µM (top dose mostly 77.5 µM), inactives show at the top dose activity change, negative = displacement, usual class: inhibitors; further: potency means the concentration at half of the fitted maximal effect; on the % scale 0 is the no-effect control and ±100 the full control effect; nearly all actives have a fitted effect of over 20% in size
Target sequence (P02791 2-175 limits assumed): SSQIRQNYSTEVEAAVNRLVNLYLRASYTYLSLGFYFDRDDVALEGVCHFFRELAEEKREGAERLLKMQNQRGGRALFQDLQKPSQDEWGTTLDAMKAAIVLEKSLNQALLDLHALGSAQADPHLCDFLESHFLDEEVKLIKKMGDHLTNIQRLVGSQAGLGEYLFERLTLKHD
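Horse-spleen apoferritin (10 uM) was mixed with 50% saturated 1-aminoanthracene in PBS, exposed to compounds for 10 min at room temperature, and read for fluorescence (ex 380 nm, em 535 nm). Competitive displacement was fitted with a four-parameter Hill equation.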
Pol kappa inh = DNA polymerase kappa (human) inhibition | Q9UBT6 | purified Pol kappa, fluorescent DNA synthesis assay, 10 min | Potency, µM (top dose mostly 107 µM), for the others: top-dose activity, negative = inhibition, actives largely listed as inhibitors | 400,000 compounds, 0.53% hits | AID 588579; further: potency means the concentration at half of the fitted maximal effect; on the % scale 0 is the no-effect control and ±100 the full control effect
Target sequence (Q9UBT6 whole entry, looked up): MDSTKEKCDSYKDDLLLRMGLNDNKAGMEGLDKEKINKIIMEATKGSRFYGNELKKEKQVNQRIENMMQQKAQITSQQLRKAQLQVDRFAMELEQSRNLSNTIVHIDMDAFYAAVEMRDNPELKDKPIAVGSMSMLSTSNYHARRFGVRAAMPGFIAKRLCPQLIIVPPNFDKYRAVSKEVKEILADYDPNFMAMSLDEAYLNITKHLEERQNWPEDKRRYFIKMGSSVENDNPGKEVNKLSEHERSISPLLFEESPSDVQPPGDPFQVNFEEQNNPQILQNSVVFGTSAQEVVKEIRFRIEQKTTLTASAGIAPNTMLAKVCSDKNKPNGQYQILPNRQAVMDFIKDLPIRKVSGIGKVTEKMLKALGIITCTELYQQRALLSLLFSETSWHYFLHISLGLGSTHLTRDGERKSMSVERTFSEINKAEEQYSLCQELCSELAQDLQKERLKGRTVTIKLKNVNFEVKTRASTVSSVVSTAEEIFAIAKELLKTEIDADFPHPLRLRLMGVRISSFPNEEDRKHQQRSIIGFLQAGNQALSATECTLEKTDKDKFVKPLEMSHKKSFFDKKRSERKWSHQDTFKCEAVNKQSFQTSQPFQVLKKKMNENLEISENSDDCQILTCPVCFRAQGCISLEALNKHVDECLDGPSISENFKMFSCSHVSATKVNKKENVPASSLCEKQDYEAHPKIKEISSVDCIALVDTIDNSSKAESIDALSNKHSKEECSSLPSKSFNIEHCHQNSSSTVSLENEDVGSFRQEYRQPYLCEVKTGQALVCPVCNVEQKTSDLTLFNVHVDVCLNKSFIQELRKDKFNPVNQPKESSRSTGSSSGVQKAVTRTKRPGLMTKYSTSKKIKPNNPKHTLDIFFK
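Inhibition of 10 nM Pol kappa is measured by a fluorescent read-out at 0 and 10 min following addition of 50 nM substrate (final), with a 15-min room-temperature compound preincubation.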
* marks the source's active call; other numbers are inactive results; i = inactive; ? = inconclusive; . = not tested or not shown; & = joins results of further samples; [ ] = dose if it differs, or a comment. Unless noted, the call rests on the fitted dose curve; in most records, active means well fitted curve in the direction sought with a large enough effect; inconclusive means small, poorly fitted or top-dose-only effect, or another doubt; inactive means no such curve, though single readings can be large; an effect the other way counts as inactive or inconclusive. This is a subset; rates above refer to the full screens.

SMILES	Pol beta inh	Pol eta inh	RXFP1 antagonist	APE1 inh	Pol iota inh	PGK inhibitor	BLM inh	Anesthetic bind	Pol kappa inh
COc1ccc(OC)c(C(C)NC(=O)Nc2ccccc2)c1 (stereo not given)	3%	-4%	13	1%	-5%	i	-2%	-10%	-2%
CCCOc1ccc(C(=O)CCC(=O)OCC(=O)Nc2ccc(OCC)cc2)cc1	-1%	.	.	-8%	.	.	0%	-16%	.
O=C1OC/C(=C(/O)c2ccc(Cl)cc2)C1=O	?	-4%	-5	0%	-1%	i	0%	-8%	6%
CCN1C[C@@H]2[C@@H]3C(=O)N(C)C(=O)[C@@H]3[C@](Cc3ccccc3)(C1=O)N2C(=O)c1ccc(F)cc1	.	-18%	.	.	4%	-1%	.	.	2%
COc1cc(OC)cc(C(=O)NCCc2csc(-c3cccc(C)c3)n2)c1	10%	-20%	-20	.	-7%	i	-5%	-18%	-2%[60.1 µM]
CCOC(=O)C1CCN(C(=O)C2(NC(=O)NC3CCCCC3)CCCCC2)CC1	-21%	-8%	-5	-1%	17%	-8%	-3%	-7%	1%
Cc1ccc(C)c(NC(=O)CSc2nnc(CNC(=O)c3cccs3)o2)c1	40%	-5%	-7	1%	0%	1%	-11%	-5%	5%
COc1cc(C(=O)N(Cc2cc3cc(C)ccc3[nH]c2=O)CC2CCCO2)cc(OC)c1OC (stereo not given)	6%	7%	7	2%	20%	-2%	-3%	-8%	-11%
CCOC(=O)Cn1nc(/C=C/c2ccc(OC)cc2)ccc1=O	.	-9%	-5	.	10%	5%	.	.	-7%
C/C=C(/C)C(=O)O[C@@H]1c2c(ccc3ccc(=O)oc23)O[C@@H]1C(C)(C)OC(=O)/C(C)=C\C	?	-13%	.	-2%	2%	3%	-12%	?	-1%
CCOC(=O)c1ccc2c(c1)N(CC(=O)Nc1cc(F)ccc1F)C(=O)c1ccccc1S2	23%	-7%	.	.	1%	0%	-1%	-9%	-4%[60.1 µM]
O=S(=O)(c1ccc(-c2nnc(SCc3ccccc3)o2)cc1)N1CCCC1	0%	-6%	-8	-2%	20%	-6%	-2%	-22%	-2%
Cc1ccc(C)c(CNS(=O)(=O)c2c(C)[nH]c(C)c2C(=O)N2CCCCC2)c1	-3%	-5%	7	17%	7%	5%	1%	-9%	-8%
COCCN(Cc1cc2ccccc2[nH]c1=O)C(=O)c1ccccc1OC	-18%	0%	11	-1%	22%	-6%	1%	0%	-15%
O=C(CCc1c[nH]c2ccccc12)NC1CC1	1%	-15%	-7	13%	-5%	-4%	0%	-8%	-5%
COc1ccc(C(=O)NNC(=O)C(Cc2ccc(O)cc2)NC(=O)c2ccccc2NC(=O)c2ccc(OC)cc2)cc1 (stereo not given)	?	3%	19	-11%	-19%	-7%	-19%	-1%	-11%
CCOC(=O)c1cc2c(s1)-c1ccccc1CC2	24%	-11%	-1	10%	15%	-6%	-3%	?	-3%
CCc1nnc(NC(=O)CSc2nnc(-c3cc4ccccc4cc3O)n2CC)s1	-15%	5%	-20	-9%	1%	-7%	-3%	?	-18%
CC(C)CN(CCNC(=O)c1cc(-c2cccs2)nc2ccccc12)CC(C)C	13%	-5%	.	.	6%	-3%	4%	2%	-13%
Cc1ccc(N2C(=O)N(C(C)C)C(C)(C)CC2(C)O)cc1 (stereo not given)	-3%	-5%	0	13%	189%[activator]	-8%	-2%	-17%	-11%
Cc1ccc(OCc2nnc(SCc3cc(=O)[nH]c4ccccc34)o2)cc1	37%	-5%	0	27%	18%	10%	-3%	?	-6%
Cc1ccc(/C=N/N(C)S(=O)(=O)c2ccc(C)cc2)cc1	20%	-14%	1	41%	-6%	4%	-11%	0%	-22%[60.1 µM]
Brc1ccccc1/C=N/Nc1nc2ccccc2o1	-1%	-12%	-22	51%[activator]	6%	-2%	-8%	4%	3%
C[C@@H]1CN(C(=O)c2nc3ccc(Cl)cn3c2CNCC[C@@H]2C[C@@H]3C=C[C@H]2C3)C[C@H](C)O1	31%	-21%	-3	20%	82%[activator]	i	-2%	-16%	-1%
Cc1cc(C)cc(N2C(=O)C=CC2=O)c1	.	-6%	-85*	.	-1%	5%	.	.	-12%
CCOC(=O)c1cc(-c2ccccc2)n[nH]1	20%	-18%	-9	3%	72%[activator]	i	-2%	4%	-4%
Cc1nc(NC(=O)/C=C/c2ccco2)sc1C	?	?	21	-10%	?	-11%	-23%	0%	-45%
Cc1csc(NC(=S)NC(=O)c2ccccc2)n1	15%	-7%	-23	5%	2%	i	0%	2%	-4%
COc1cccc(CNC(=O)C2=Cc3cccc(OC)c3OC2)c1	3%	-21%	16	-1%	48%[activator]	8%	-2%	-8%	4%
Cc1cc(C)cc(-n2ncc3c2CCCC3NC(=O)CN2CCCC2=O)c1 (stereo not given)	19%	0%	7	-3%	?	-4%	-2%	-9%	-9%
Cc1ccc(C(=O)NC2CCN(S(=O)(=O)c3ccc(F)cc3)CC2)cc1	-23%	-13%	0	33%	-3%	-4%	-8%	2%	-6%
O=C1NC(=O)c2cc(Nc3ccccc3)c(Nc3ccccc3)cc21	-4%[57.1 µM]	-11%[57.1 µM]	.	-12%&-12%	?	.	-13%	-10%	-9%[60.1 µM]
CCOC(=O)C1CCN(C(=O)c2cccnc2Oc2ccccc2)CC1	-1%	-17%	-2	0%	?	i	-1%	8%	5%
CCCCCOCC(O)CCC(=O)NN (stereo not given)	36%	1%	-4	2%	2%	-7%	2%	?	6%
O=[N+]([O-])c1ccc(C2Nc3cccc4cccc(c34)N2)cc1	-14%	-18%	1	3%	10%	-2%	-5%	-6%	-15%
COc1cc(C(=O)Oc2ccccc2/C=N/NC(=O)c2ccc(C)c(Cl)c2)cc(OC)c1OC	0%	-1%	-25	8%	19%	2%	6%	-14%	-3%
COc1ccc(NC(=O)CSc2nc3ccccc3c(=O)n2CCC(=O)N2CCCCC2)cc1	13%	3%	-8	0%	6%	-2%	-1%	-6%	-21%
C=CCc1cc(C=O)cc(OC)c1OCc1c(Cl)cccc1Cl	-7%	-15%	-3	0%	22%	-9%	6%	?	-4%
COCCn1c(-c2cccc([N+](=O)[O-])c2)nc2c1c(=O)[nH]c(=O)n2Cc1ccccc1	13%	-14%	-11	-4%	72%[activator]	3%	-3%	-14%	-14%
C=CCOc1ccc(/C=C2\SC(=S)N(C(C(=O)O)c3ccccc3)C2=O)cc1 (stereo not given)	5%	79µM*	4	-3%	?	-6%	0%	-11%	-4%
c1ccc(N2CCN(Cc3nc4ccccc4[nH]3)CC2)nc1	9%	-17%	0	22%&5%	69%[activator]	-3%	-4%&4%	-1%&-13%	-6%
Cc1cc(C(=O)Cn2nc(C(=O)O)c3ccccc3c2=O)c(C)n1-c1ccccc1	13%	-15%	-18	-8%	8%	i	-4%	-8%	1%
Cc1ccc(N(C(=O)CCC(=O)Nc2ccccn2)C(C(=O)NC(C)C)c2ccc(F)cc2)cc1 (stereo not given)	23%	-8%	13	-2%	15%	1%	-6%	-5%	-16%
Cc1ccc(C(=O)NNC(=O)C(C)Oc2ccccc2F)cc1S(=O)(=O)N1CCOCC1 (stereo not given)	.	2%	-13	-2%	11%	-4%	.	.	-4%
CC(C)CN(CC(C)C)C(=O)Nc1cccc([N+](=O)[O-])c1	0%	-17%	15	4%	40%[activator]	-2%	-3%	-24%	1%
Cc1ccc(S(=O)(=O)NCCNc2ccc([N+](=O)[O-])cc2C(F)(F)F)cc1	9%	-7%	0	6%	3%	10%	-5%	?	-7%
COc1ccc(-c2nnc(SCC#N)o2)cc1	-3%	-10%	3	-4%	21%	0%	-4%	28%	-13%
CCc1ccc(-c2nc(NC(=S)NC(=O)c3cccs3)sc2C)cc1	-29%	1%	-14	?	14%	-3%	-2%	-18%	-10%

Only PGK inhibitor (two entries from above):
Compound,PGK inhibitor
C=CCc1cc(C=O)cc(OC)c1OCc1c(Cl)cccc1Cl,-9%
c1ccc(N2CCN(Cc3nc4ccccc4[nH]3)CC2)nc1,-3%

Continued.
SMILES	Pol beta inh	Pol eta inh	RXFP1 antagonist	APE1 inh	Pol iota inh	PGK inhibitor	BLM inh	Anesthetic bind	Pol kappa inh
CN(C(=O)CSc1nc2ccc(NC(=O)CCc3ccccc3)cc2s1)c1ccccc1	10%	-21%	.	.	18%	-3%	-8%	86%[activator]	2%
Cc1ccc(C)c(NC(=S)NC(NC(=O)Cc2ccccc2)C(Cl)(Cl)Cl)c1 (stereo not given)	-2%	-4%	-21	-1%	6%	-7%	-6%	-10%	-9%
CCN(CC)S(=O)(=O)c1nnc(NC(=O)COc2ccccc2Cl)s1	-1%	-22%	-10	.	-12%	-4%	-10%	-20%	-4%
CCOc1ccc(CCNC(=O)c2ccc(OCc3c(C)noc3C)cc2)cc1OCC	.	-28%	-8	28%	2%	-9%	.	.	-5%
O=C(O)c1ccc(NC(=O)c2ccccc2NC(=O)c2cccc(F)c2)cc1	11%	-4%	12	21%	110%[activator]	-1%	-5%	-9%	-8%
COc1cccc(CNC(=O)CCC(=O)N2CC(C)Oc3ccccc32)c1OC (stereo not given)	-26%	-14%	-7	-15%	2%	-1%	2%	-15%	-4%
O=c1c2ccccc2nc(CSc2nnnn2-c2ccccc2)n1-c1ccccc1Cl	8%	-21%	4	15%	55%[activator]	3%	1%	8%	-8%
Cc1cccc(-n2c(-c3csc(C)c3C)n[nH]c2=S)c1	43%	-20%	-18	15%	-2%	-7%	0%	-5%	-11%
O=[N+]([O-])c1ccc(O)c(CN2CCCCCC2)c1	-9%	-10%	11	7%	6%	i	-2%	-8%	-1%
Cc1cc(C)cc(NC(=O)c2ccc(CNc3c(N4CCCC4)c(=O)c3=O)cc2)c1	0%	-19%	9	-2%	1%	i	0%	-22%	-5%
Cn1c(O)c(C=NC(CC(N)=O)C(=O)O)c(=O)n(C)c1=O (stereo not given)	1%	.	.	2%	.	.	0%	-7%	.
